# Neddylation inh – inhibitors of cullin neddylation, primary screen, biochemical, TR-FRET, uHTS, NAE and Ubc12; NEDD8-conjugating enzyme Ubc12 (Homo sapiens) + NEDD8-activating enzyme E1 regulatory …; calls only at 25 µM; AID 651699, 2012; 0.58% of 360,000 active; in the data active means inhibition above about 36%
# MLLE-PAM2 inh – inhibitors of PABP1 MLLE–PAM2 peptide binding, primary screen, biochemical, fluorescence polarization, FITC-PAM2, GST-MLLE; Polyadenylate-binding protein 1 (Homo sapiens), P11940; 0.36% of 360,000 active; inhibition, % at 20 µM; in the data active means inhibition above about 35%, passing the limit was not always enough;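 further: plate controls were DMSO wells with GST-MLLE for no effect and wells lacking GST-MLLE protein for full effect; some results filed as inactive read as strong as hits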
# FAS TE block – FAS thioesterase domain inhibitors, primary screen, biochemical, fluorescence intensity, uHTS; inhibition, % at 15 µM; 0.67% of 360,000 active; AID 602261, 2012; recombinant FAS-TE, OMFH fluorogenic substrate, fluorescence endpoint; Fatty acid synthase (Homo sapiens), P49327;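 active means compounds whose normalised, plate-corrected inhibition of enzyme fluorescence in the single-dose primary screen is 50% or more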;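 further: 0% = DMSO with enzyme and 100% = substrate without enzyme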
# Target sequence (P49327 whole entry, looked up, the tested form may be a part): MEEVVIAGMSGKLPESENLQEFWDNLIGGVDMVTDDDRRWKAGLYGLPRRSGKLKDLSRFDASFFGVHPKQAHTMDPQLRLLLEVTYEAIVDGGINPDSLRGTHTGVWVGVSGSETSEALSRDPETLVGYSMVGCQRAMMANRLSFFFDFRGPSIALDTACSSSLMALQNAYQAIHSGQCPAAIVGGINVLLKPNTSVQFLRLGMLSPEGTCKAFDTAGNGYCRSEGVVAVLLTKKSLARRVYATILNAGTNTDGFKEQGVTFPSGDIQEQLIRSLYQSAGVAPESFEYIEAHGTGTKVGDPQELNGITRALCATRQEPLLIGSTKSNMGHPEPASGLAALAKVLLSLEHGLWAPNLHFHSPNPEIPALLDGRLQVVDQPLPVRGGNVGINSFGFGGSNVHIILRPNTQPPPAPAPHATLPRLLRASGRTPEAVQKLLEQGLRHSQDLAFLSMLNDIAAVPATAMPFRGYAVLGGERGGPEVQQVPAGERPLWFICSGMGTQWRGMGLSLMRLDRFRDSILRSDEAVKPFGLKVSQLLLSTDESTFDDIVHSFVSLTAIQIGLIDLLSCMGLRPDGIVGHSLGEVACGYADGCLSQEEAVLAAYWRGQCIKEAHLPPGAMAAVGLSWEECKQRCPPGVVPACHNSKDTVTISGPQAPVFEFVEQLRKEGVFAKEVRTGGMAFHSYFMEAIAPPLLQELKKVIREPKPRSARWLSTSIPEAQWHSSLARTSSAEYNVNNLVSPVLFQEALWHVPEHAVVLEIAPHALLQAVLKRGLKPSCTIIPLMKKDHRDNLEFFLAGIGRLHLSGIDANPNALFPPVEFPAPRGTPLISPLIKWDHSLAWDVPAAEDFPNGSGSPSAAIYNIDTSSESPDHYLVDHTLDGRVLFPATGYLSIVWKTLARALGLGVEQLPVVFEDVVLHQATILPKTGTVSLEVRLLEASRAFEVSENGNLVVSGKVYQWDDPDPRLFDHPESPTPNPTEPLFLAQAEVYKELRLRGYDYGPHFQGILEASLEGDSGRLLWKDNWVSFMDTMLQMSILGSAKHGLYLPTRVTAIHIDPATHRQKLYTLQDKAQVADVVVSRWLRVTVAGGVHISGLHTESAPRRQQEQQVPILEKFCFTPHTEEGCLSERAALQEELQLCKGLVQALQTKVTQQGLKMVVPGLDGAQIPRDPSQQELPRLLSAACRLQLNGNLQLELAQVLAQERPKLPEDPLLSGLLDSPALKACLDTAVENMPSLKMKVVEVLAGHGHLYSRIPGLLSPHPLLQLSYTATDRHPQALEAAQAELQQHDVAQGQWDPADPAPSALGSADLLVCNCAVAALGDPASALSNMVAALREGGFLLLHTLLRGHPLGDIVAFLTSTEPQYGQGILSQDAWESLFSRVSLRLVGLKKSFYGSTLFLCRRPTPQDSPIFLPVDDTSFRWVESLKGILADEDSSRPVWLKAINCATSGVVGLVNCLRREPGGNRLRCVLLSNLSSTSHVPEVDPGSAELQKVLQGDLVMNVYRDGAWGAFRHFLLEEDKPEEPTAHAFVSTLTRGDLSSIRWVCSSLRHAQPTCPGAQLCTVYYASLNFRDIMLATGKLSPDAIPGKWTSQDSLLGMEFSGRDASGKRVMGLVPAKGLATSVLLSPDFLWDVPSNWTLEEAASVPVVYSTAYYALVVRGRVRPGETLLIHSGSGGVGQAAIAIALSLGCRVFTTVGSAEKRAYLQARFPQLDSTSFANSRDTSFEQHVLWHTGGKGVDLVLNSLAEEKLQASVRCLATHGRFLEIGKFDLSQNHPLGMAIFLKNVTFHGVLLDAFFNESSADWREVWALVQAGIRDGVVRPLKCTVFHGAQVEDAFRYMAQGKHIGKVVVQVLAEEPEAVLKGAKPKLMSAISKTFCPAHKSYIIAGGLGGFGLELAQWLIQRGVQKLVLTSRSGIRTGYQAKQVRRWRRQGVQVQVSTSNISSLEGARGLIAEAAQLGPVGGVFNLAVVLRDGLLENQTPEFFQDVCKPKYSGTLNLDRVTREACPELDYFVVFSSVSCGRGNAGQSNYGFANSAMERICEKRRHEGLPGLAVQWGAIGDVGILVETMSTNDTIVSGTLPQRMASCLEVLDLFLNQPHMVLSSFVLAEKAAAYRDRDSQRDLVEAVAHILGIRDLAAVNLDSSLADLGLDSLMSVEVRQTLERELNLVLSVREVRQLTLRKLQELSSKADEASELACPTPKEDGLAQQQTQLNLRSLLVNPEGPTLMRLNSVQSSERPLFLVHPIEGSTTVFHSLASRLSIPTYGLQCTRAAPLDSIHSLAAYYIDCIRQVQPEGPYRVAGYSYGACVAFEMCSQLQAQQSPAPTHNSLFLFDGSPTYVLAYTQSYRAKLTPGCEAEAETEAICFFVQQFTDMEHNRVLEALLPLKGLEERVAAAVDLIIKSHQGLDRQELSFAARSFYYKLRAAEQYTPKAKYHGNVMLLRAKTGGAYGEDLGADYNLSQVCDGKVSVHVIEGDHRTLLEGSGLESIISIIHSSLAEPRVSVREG
# bovine MsrA act – bovine MsrA enzyme activators, primary screen, biochemical, absorbance, HTS | Methionine sulfoxide reductase A (Bos taurus) | purified bovine MsrA, absorbance read-out | activation, % at 10.6 µM | 0.3% of 360,000 active | AID 602163, 2012; in the data active means activation above about 7.5%;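 further: 0% = vehicle and 100% = reference activator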
# Rin1 Abl inh – inhibitors of Rin1-Abl protein binding, primary screen, biochemical, TR-FRET | inhibition, % at 7.35 µM | Tyrosine-protein kinase ABL1 (Homo sapiens) + Ras and Rab interactor 1 (Homo sapiens), … | AID 588664, 2011 | 0.4% of 360,000 active; in the data active means inhibition above about 5%, passing the limit was not always enough
# NRP1-CendR mod – modulators of CendR peptide binding to NRP-1, primary screen, biochemical, fluorescence polarization, uHTS; FAM-RPARPAR peptide binding to NRP-1; inhibition, % at 25 µM; 0.85% of 360,000 active; AID 602438, 2012;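 active means inhibition or corrected inhibition above about 18%, plus a signal ratio from 0.5 to 1.5, limit read from the data, passing the limit was not always enough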; further: strong numbers were not always called active
# MT1-MMP act inh – blockers of MT1-MMP proenzyme processing, primary screen, HT1080 RFP-PRO-GFP cells, GFP/RFP fluorescence; AID 651647, 2012; 0.061% of 360,000 active; GFP/RFP ratio fluorescence, overnight; percent of plate control window, DMSO zero; GFP/RFP ratio change, % at 20 µM; Matrix metalloproteinase-14 (Homo sapiens), P50281;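 active means GFP/RFP ratio change of at least 30% with cell ATP level not reduced by more than half and red fluorescence within 50% of control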; further: strong numbers were not always called active
#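 Assay system: HT1080 RFP-PRO-GFP cells. Benchmarks: DMSO vehicle wells and RFP-L50D-GFP reporter cell wells. Times: overnight cell settling, then overnight compound exposure, 37 °C, 5% CO2. Compound: 20 µM single dose, 1% DMSO. Read-out basis: GFP/RFP fluorescence ratio.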
# E coli Lon inh – inhibitors of E. coli Lon protease, primary screen, biochemical, fluorescence polarization; 0.42% of 360,000 active; P0A9M0; inhibition, % at 7.94 µM; purified E. coli Lon protease; in the data active means inhibition above about 13%, passing the limit was not always enough;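 further: 0% = enzyme with probe and DMSO and 100% = no enzyme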
# SKN-1 block – suppressors of acrylamide-induced Pgst-4::GFP reporter in worms, primary screen, SKN-1 inhibitor project, whole organism, uHTS, GFP/RFP fluorescence ratio, strain VP596; inhibition, % at 21.8 µM; 0.49% of 360,000 active; C. elegans VP596 Pgst-4::GFP/RFP ratio, 24 h;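 active means interference check ratio from 0.5 to 1.5 plus GFP to RFP signal ratio inhibition reaching or exceeding a fixed threshold, cut at about 30% in these data, passing the limit was not always enough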; further: some compounds called inactive have numbers as strong as hits
# Starred values were filed as active, the others as inactive; i = inactive; . = no result given. Rows are unselected, and some 4% of all compounds hit somewhere here.
# Every second line gives: Neddylation inh	MLLE-PAM2 inh	FAS TE block	bovine MsrA act	Rin1 Abl inh	NRP1-CendR mod	MT1-MMP act inh	E coli Lon inh	SKN-1 block
Cc1nn(Cc2ccccc2)c(Cl)c1C(=O)OCC#N
  i	5	2	-3	1	9	3	-4	5
NC(=O)C1CCN(C(=O)c2ccc(-c3ccccc3)cc2)CC1
  i	6	-2	2	-3	10	4	-1	-6
CC(C)[C@H](NC(N)=O)C(=O)Nc1ccc(Oc2ccccc2)cc1
  i	-19	-6	-9	1	-2	1	-9	9
CCOC(=O)c1ccc(NC(=O)Nc2ccc(F)cc2)cc1
  i	4	6	-4	0	11	2	-2	0
O=C1NC[C@@H](CCCCN2C[C@H](Cc3ccc(O)cc3)N(CC3CCCCC3)C(=O)C2=O)N(CCC2CCCCC2)C1=O
  i	.	14	0	.	-10	7	3	3
CC[C@@H](C)[C@@H]1CN([C@@H](CN2CCC[C@H]2CN2C(N)=NC[C@H]2CC(C)C)C(C)C)C(=N)N1CCc1ccc(Cl)c(Cl)c1
  i	13	-87	-2	1	-6	5	5	-23
O=C(Oc1c(-c2ccccc2)c(=O)n2c3c(cccc13)CC2)c1cccc([N+](=O)[O-])c1
  i	-3	32	-4	-1	5	0	4	3
CCc1nc2c(OCCn3cccc3)cccn2c1N(C)C(=O)C1CC1
  i	-6	-4	-1	4	-6	-2	-8	26
CCc1cccc(N(CC(=O)NC2CCCCC2)C(=O)c2csnn2)c1
  i	25	-3	-2	4	8	-1	-3	4
CCOC(=O)c1nc(Nc2ccc(N3CCOCC3)cc2)c2ccccc2n1
  i	-4	-9	4	-1	4	1	0	-14
Cc1ccc2nc(C)cc(C(=O)OCC(=O)Nc3c(C)n(C)n(-c4ccccc4)c3=O)c2c1
  i	3	-1	-2	-5	-6	-2	1	1
COc1ccc(/C=C(/C#N)C(=O)Nc2cc(C)ccc2C)cc1C(=O)O
  i	4	-2	-9	-3	6	-3	-3	9
COc1ccc2c(c1)[nH]c1c(=O)n(Cc3ccccn3)cnc12
  i	-3	-6	-1	0	7	4	-8	14
Cc1ccc(C(=O)NCC(=O)NCC(c2ccco2)N2CCCCC2)cc1C (configuration not stated)
  i	-1	-5	-10	3	-6	0	4	3
COc1ccc(CSc2nc3nc(C)cc(C)n3n2)cc1F
  i	21	3	-2	-1	11	1	-5	-2

# Later entries
# Every second line gives: Neddylation inh	MLLE-PAM2 inh	FAS TE block	bovine MsrA act	Rin1 Abl inh	NRP1-CendR mod	MT1-MMP act inh	E coli Lon inh	SKN-1 block
Cc1cc(NC(=O)CSc2nnc(Nc3ccccc3F)s2)no1
  i	-13	-7	-2	-1	0	-1	-1	-2
COc1ccc(/C=C/C(=O)c2ccc[nH]2)c(OC)c1OC
  i	-11	-3	-2	0	-1	-2	-6	6
Cn1ccnc1SC(=O)N1c2ccccc2Sc2ccccc21
  i	-97	2	-1	4	-9	-1	-1	1
CCOCCCNC(=O)C1CCC(CNS(=O)(=O)c2cccc3nsnc23)CC1 (configuration not stated)
  i	13	-5	1	-1	-15	-35	7	15
CCOCCCn1c(=O)c2ccccc2n2c(=S)[nH]nc12
  i	-41	-3	4	5	6	-5	-1	7
CCCN1Cc2cccc(C(=O)Nc3ccc(OC)c(OC)c3)c2C1=O
  i	4	2	-3	-4	4	-1	-6	11
Cc1ccccc1OCCN1CCC(Cc2ccccc2)CC1
  i	13	2	-4	-1	12	-4	2	-5
CCOC1=C2[C@@H](CN(S(=O)(=O)c3ccccc3)[C@H]2c2ccccc2)[C@H]2C(=O)N(c3ccccc3)C(=O)[C@H]2C1
  i	-4	22	-2	6	-2	2	8	29
Cc1nnc(NC(=O)Cn2cnc3c2c(=O)n(C)c(=O)n3C)s1
  i	10	-13	-12	-2	-7	6	-9	-27
OCCCCNc1cccc2ccccc12
  i	32	-6	-6	-2	16	-11	-1	-1
CCOC(=O)CSc1nc(C)cc(C)c1C(N)=O
  i	-1	-3	-1	1	0	-2	2	7
CC1Cc2ccccc2N1C(=O)COC(=O)c1cccnc1Cl (configuration not stated)
  i	1	2	-6	6	-3	-5	-1	-3
Cc1cccnc1NC(=O)c1cc2ccccc2oc1=O
  i	-14	2	-4	2	-9	-4	11	5
COc1cccc2cc(C(=O)OCC(=O)NCc3ccc4c(c3)OCO4)c(=O)oc12
  i	-33	-2	-4	0	6	-1	1	5
O=C(NCc1ccc(F)cc1)C1CCC(=O)N1CCc1ccccc1 (configuration not stated)
  i	17	-5	-1	-1	-7	-3	7	1

# Other structures.
# Every second line gives: Neddylation inh	MLLE-PAM2 inh	FAS TE block	bovine MsrA act	Rin1 Abl inh	NRP1-CendR mod	MT1-MMP act inh	E coli Lon inh	SKN-1 block
CC(=O)Nc1nnc(C)s1
  i	6	-2	-1	-2	2	1	3	8
Cc1ccnc(SCC(=O)c2ccc([N+](=O)[O-])cc2)n1
  i	31	4	-5	2	-7	-2	-12	1
O=C1OCCN1C(=O)[C@H]1[C@H](c2ccc(F)cc2)C(c2ccc(F)cc2)=NN1c1ccc(Br)cc1
  .	-7	84*	-1	0	-3	-7	-10	26
Cc1ccc(NC(=O)CC2C(=O)NC3CCCCC3N2C(=O)c2ccc(F)cc2)cc1C (configuration not stated)
  i	-9	1	-6	-2	11	7	-7	-2
Cc1cc(Cl)ccc1OCC(=O)OCC(=O)NC1CCS(=O)(=O)C1 (configuration not stated)
  i	-1	-8	-2	5	-1	0	4	7
CN1CCN(C(=O)c2ccccc2N(Cc2ccccc2)S(C)(=O)=O)CC1
  i	3	-3	0	-2	2	1	-8	40*
O=C(CSc1nnc(-c2ccc(O)cc2)o1)Nc1ccccc1
  i	-7	0	-2	0	5	2	6	2
Cc1ccc(CCNC(=O)Cn2ccc3cc(S(=O)(=O)N4CCCC4)ccc32)cc1
  i	-1	3	-4	4	8	4	-3	15
CC(=O)Oc1ccc(-c2csc(Nc3ccccn3)n2)cc1
  i	-3	10	1	1	0	-5	5	19
O=C(CNS(=O)(=O)c1ccc(F)c(Cl)c1)N1CCCCCC1
  i	16	-10	-4	2	10	2	-6	8
CCCCCCCCCCCCCC(=O)NO
  i	0	-139	-13	2	3	-4	-7	-2
COc1ccc(NC(=O)CSc2nc3ccccc3c(=O)n2CCC(=O)N2CCCCC2)cc1
  i	7	7	-2	-4	-14	6	4	-5
Cc1ccc(OCC(=O)NNC(=O)C2CSC3(C)CCC(=O)N23)cc1 (configuration not stated)
  i	-9	-8	-4	-2	6	-2	-16	-10
CC(C)CCN1CCN=C1Nc1ccccc1
  i	-3	-10	-1	-3	10	1	6	2
CN(C)S(=O)(=O)N1CCCC(C(=O)c2ccc(C(F)(F)F)cc2)C1 (configuration not stated)
  i	13	-2	-8	0	1	4	-16	-4

# 15 structures from above, sorted by length of the SMILES, high to low.
# Every second line gives: Neddylation inh	MLLE-PAM2 inh	FAS TE block	bovine MsrA act	Rin1 Abl inh	NRP1-CendR mod	MT1-MMP act inh	E coli Lon inh	SKN-1 block
O=C1OCCN1C(=O)[C@H]1[C@H](c2ccc(F)cc2)C(c2ccc(F)cc2)=NN1c1ccc(Br)cc1
  .	-7	84*	-1	0	-3	-7	-10	26
COc1ccc(NC(=O)CSc2nc3ccccc3c(=O)n2CCC(=O)N2CCCCC2)cc1
  i	7	7	-2	-4	-14	6	4	-5
COc1cccc2cc(C(=O)OCC(=O)NCc3ccc4c(c3)OCO4)c(=O)oc12
  i	-33	-2	-4	0	6	-1	1	5
CN(C)S(=O)(=O)N1CCCC(C(=O)c2ccc(C(F)(F)F)cc2)C1 (configuration not stated)
  i	13	-2	-8	0	1	4	-16	-4
CN1CCN(C(=O)c2ccccc2N(Cc2ccccc2)S(C)(=O)=O)CC1
  i	3	-3	0	-2	2	1	-8	40*
Cc1ccc(OCC(=O)NNC(=O)C2CSC3(C)CCC(=O)N23)cc1 (configuration not stated)
  i	-9	-8	-4	-2	6	-2	-16	-10
Cc1cc(Cl)ccc1OCC(=O)OCC(=O)NC1CCS(=O)(=O)C1 (configuration not stated)
  i	-1	-8	-2	5	-1	0	4	7
Cc1ccnc(SCC(=O)c2ccc([N+](=O)[O-])cc2)n1
  i	31	4	-5	2	-7	-2	-12	1
O=C(NCc1ccc(F)cc1)C1CCC(=O)N1CCc1ccccc1 (configuration not stated)
  i	17	-5	-1	-1	-7	-3	7	1
O=C(CSc1nnc(-c2ccc(O)cc2)o1)Nc1ccccc1
  i	-7	0	-2	0	5	2	6	2
CC(=O)Oc1ccc(-c2csc(Nc3ccccn3)n2)cc1
  i	-3	10	1	1	0	-5	5	19
Cc1cccnc1NC(=O)c1cc2ccccc2oc1=O
  i	-14	2	-4	2	-9	-4	11	5
CC(C)CCN1CCN=C1Nc1ccccc1
  i	-3	-10	-1	-3	10	1	6	2
CCCCCCCCCCCCCC(=O)NO
  i	0	-139	-13	2	3	-4	-7	-2
CC(=O)Nc1nnc(C)s1
  i	6	-2	-1	-2	2	1	3	8

# New compounds follow.
# Every second line gives: Neddylation inh	MLLE-PAM2 inh	FAS TE block	bovine MsrA act	Rin1 Abl inh	NRP1-CendR mod	MT1-MMP act inh	E coli Lon inh	SKN-1 block
Cc1cc(C)c(C)c(S(=O)(=O)N2CCC(C(=O)Nc3ccncc3)CC2)c1C
  i	-7	4	-5	0	-1	-6	-5	-5
Cc1c(Nc2nc3ccccc3nc2NS(=O)(=O)c2ccccc2)c(=O)n(-c2ccccc2)n1C
  i	-13	-7	-7	2	6	0	-1	3
Cc1cccc(C)c1NC(=O)c1csc([C@H]2C[C@H](O)[C@@H](CO)O2)n1
  i	13	-6	-2	6	-7	0	-12	0
COC(=O)c1ccc(CSc2nnc(Nc3cccc(OC)c3)s2)o1
  i	-41	9	-1	-2	14	0	-5	30
C=CCc1cccc(Cl)c1OCCCNC1CCCC1
  i	-3	-1	-3	1	1	1	-1	8
O=C(Nc1cc(C(F)(F)F)ccc1N1CCOCC1)c1cccs1
  i	-23	15	-3	4	4	-3	0	-6
COc1ccc(C(=O)N2CCOC2CNC(=O)C(=O)NCCc2ccccc2OC)cc1 (configuration not stated)
  i	3	-5	-3	-1	-14	0	-5	2
O=C(c1cc2c(=O)n3ccccc3nc2s1)N1CCOCC1
  .	-1	-7	-4	0	6	-1	1	8
CCOc1ccc(/C(O)=C2/C(=O)C(=O)N(CCCn3ccnc3)C2c2cccs2)cc1Cl (configuration not stated)
  i	16	-5	0	-1	-10	-2	-6	-6
COc1ccc(Cn2c(-c3ccc(Cl)cc3)c[n+]3ccccc23)cc1
  i	5	-6	-2	-1	-15	-20	0	-2
O=C(c1ccc(S(=O)(=O)N2CCOCC2)cc1)N(c1ccc(F)cc1)C1C=CS(=O)(=O)C1 (configuration not stated)
  i	10	-2	0	1	7	5	-13	3

# Screening results deposited in PubChem BioAssay by several laboratories.
